# Assay outcomes from PubChem.
# TcdB inh = TcdB glycohydrolase inhibition. P18177. TcdB glycohydrolase enzymatic assay, plate reader. inhibition, % at 9.99 µM. actives 0.24% (n = 350,000); in the data active = inhibition above about 10%
# Yp Topo-I inh = inhibitors of Yersinia pestis topoisomerase I; activity, % at 10 µM; Y. pestis Topo-I cleavage product accumulation, plate reader; actives 0.064% (n = 360,000); AID 504884; in the data active = activity above about 50%, passing the limit was not always enough; inconclusive = no clear call, values can overlap the other calls; note: inactives centre near 2
# BoNT A protease = inhibitors of Botulinum neurotoxin A light chain protease. AID 588499. actives 0.17% (n = 360,000). inhibition, % at 10 µM. multiplex microsphere protease substrate cleavage, flow cytometry; note: plate controls were buffer without enzyme for full effect and enzyme alone for no effect
# BoNT F protease = blocks Botulinum neurotoxin F light chain protease | Multiplex microsphere protease cleavage assay, flow cytometry | inhibition, % at 10 µM | actives 0.22% (n = 360,000); in the data active = inhibition above about 35%, passing the limit was not always enough; inconclusive = no clear call, values can overlap the other calls; note: plate controls were buffer without enzyme for full effect and enzyme alone for no effect
# PfHsp40 rescue = rescue of PfHsp40-mediated yeast toxicity; actives 0.68% (n = 340,000); S. cerevisiae expressing PfHsp40, growth rescue, ATP luminescence; growth rescue, % at 12.5 µM; in the data active = growth rescue above about 28%, passing the limit was not always enough; inconclusive = no clear call, values can overlap the other calls;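 note: yeast W303a lacking pdr1 and pdr3 grown in galactose medium; growth measured after three days at 30 °C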
# FadD28 binding = inhibitors of Mycobacterium tuberculosis FadD28 bisubstrate binding | FadD28 bisubstrate probe binding, fluorescence polarization | inhibition, % at 12.5 µM | actives 0.22% (n = 360,000) | AID 588549; in the data active = inhibition above about 8.5%, passing the limit was not always enough; inconclusive = no clear call, values can overlap the other calls
# CCHF vOTU inh = blocks the CCHF virus ovarian tumor domain protease; CCHFV vOTU protease, Pep-AMC fluorescence; inhibition, % at 11.5 µM; actives 0.55% (n = 370,000); AID 651958; in the data active = inhibition above about 30%; note: 0% = vehicle wells with enzyme and 100% = no enzyme wells
# PrPC surface inh = cell surface PrPC inhibition, primary TR-FRET screen; AID 720596; inhibition, % at 13.8 µM; P04156; actives 0.43% (n = 370,000); TR-FRET read-out; in the data active = inhibition above about 24%; note: 0% = median of the test wells and 100% = reference compound wells
# Anthrax LF inh2 = inhibitors of Bacillus anthracis lethal factor protease; P15917; multiplex microsphere protease cleavage assay, LF; inhibition, % at 10 µM; actives 0.12% (n = 360,000); AID 588501; note: plate controls were buffer without enzyme for full effect and enzyme alone for no effect
# Active calls of the source: *; ? = inconclusive; / = not tested or not shown. Cut-off read from the data, not from the text of the source, unless noted: active = inhibition above about 30%; inconclusive = no clear call, values can overlap the other calls; inactive = below that.
canonical_smiles | TcdB inh | Yp Topo-I inh | BoNT A protease | BoNT F protease | PfHsp40 rescue | FadD28 binding | CCHF vOTU inh | PrPC surface inh | Anthrax LF inh2
COc1cc(-c2nc(S(=O)(=O)c3ccc(C)cc3)c(N3CCOCC3)o2)cc(OC)c1OC | / | 22 | -0.4 | -5 | -1.4 | -3.8 | 10 | -2 | -3
COCCCn1c(SCC(=O)N2CCc3ccccc32)nnc1-c1ccco1 | / | 16 | 0.2 | 8 | -1.2 | -4.1 | 7 | 5 | -7
Cc1cccc(NC(=O)CCCn2c(=S)[nH]c3ccccc3c2=O)c1 | 0.4 | 9 | -0.5 | -7 | 0.2 | -0.2 | 9 | 11 | -2
CCn1c(CNc2ccc(F)cc2)nnc1SCCN1CCCCC1 | / | -9 | -0.6 | 6 | -1.9 | -3.4 | -7 | -3 | -1
COc1ccc(NC(=O)CCNS(=O)(=O)c2ccccc2F)cc1S(N)(=O)=O | 2.0 | -4 | -2.3 | -3 | 0.1 | 0.9 | -1 | 9 | 0
CCOC(=O)c1cn[nH]c1NC(=S)Nc1ccc(OC)cc1 | 1.7 | -3 | 1.8 | -17 | 0.3 | -6.6 | 10 | 5 | ?
Cc1ccc(NC(=O)c2cc(-c3cccs3)on2)cc1 | / | 2 | -1.1 | -4 | -1.3 | 2.3 | 6 | 1 | 3
O=C(NCCS(=O)(=O)N1CCCCCC1)c1ccc(F)cc1 | 0.5 | -5 | 4.6 | 5 | 0.8 | -2.5 | 3 | -5 | -4
CCOc1nc(Nc2ccc(F)cc2)nc(N2CCN(c3ccc(OC)cc3)CC2)n1 | / | 10 | -0.7 | -7 | 1.7 | -0.9 | 10 | -1 | -4
CCOC(=O)CNC(=O)CSc1cc(C)nc2ccc(OC)cc12 | 0.8 | -4 | 0.1 | -1 | 0.1 | -1.5 | -8 | -8 | -2
CC12CCC(=O)C=C1C(F)CC1C2C(O)CC2(C)C1CCC2(O)C(=O)CO (stereo not given) | 1.6 | 1 | 0.8 | 10 | -1.1 | -1.7 | -1 | 14 | -1
O=C(CSCc1ccco1)N1CCc2ccccc21 | / | 0 | 0.6 | 8 | 0.6 | -1.4 | / | / | -2
O=c1[nH]c2ccccc2c(=O)n1-c1ccc(Cl)cc1Cl | 1.5 | -4 | 0.6 | 4 | -0.2 | -0.8 | -15 | -4 | 1
CCn1nnnc1SCC(=O)NCc1cccs1 | / | 3 | -0.5 | -1 | -0.7 | -5.2 | 5 | 7 | -2
O=C(C1CCN(S(=O)(=O)c2cc(Cl)ccc2Cl)CC1)N1CCOCC1 | 1.1 | 10 | -3.0 | -9 | 4.1 | 0.6 | 3 | 9 | -3
CC(C)CC1NC(=O)N(CC(=O)Nc2ccc(OCc3ccccc3)cc2)C1=O (stereo not given) | 2.8 | 1 | / | / | -0.9 | -0.4 | -10 | 9 | /
Cc1ccc(NC(=O)c2ccc(OC(=O)c3cc4ccccc4o3)cc2)cc1 | / | 2 | 1.0 | 4 | -0.4 | 0.0 | 2 | 9 | -2
COc1ccc(C)cc1S(=O)(=O)N1CCCC(C(=O)N2CCN(c3ccccc3F)CC2)C1 (stereo not given) | 1.6 | 15 | -0.8 | 5 | 2.6 | 2.2 | 3 | 2 | -3
CCn1c(=O)cc(N2CCN(C(=O)c3ccco3)CC2)[nH]c1=O | 0.9 | 10 | -0.2 | 9 | -1.1 | -0.3 | -7 | -3 | 0
O=C(OC1CCOC1=O)c1cccc(S(=O)(=O)Nc2cccc(Cl)c2)c1 (stereo not given) | / | 1 | -0.5 | -6 | -0.2 | -3.8 | 7 | -1 | 0
CC(C)CN(C(=O)CN(C)S(=O)(=O)c1ccc(Cl)cc1)C1CCS(=O)(=O)C1 (stereo not given) | -0.2 | -1 | -2.7 | 2 | -0.8 | -0.1 | 1 | 0 | -4
O=C(C1=C[C@@H](C2CCCCC2)C[C@@H](OCc2ccc(CO)cc2)O1)N1CCN(Cc2ccc3c(c2)OCO3)CC1 | -1.6 | 9 | 0.4 | 3 | -1.4 | -5.5 | 3 | 8 | -4
C[C@@H]1ON(C)[C@H]2C[C@H]3c4cc(N5CCN(C)CC5)ccc4CCN3C(=O)[C@@H]12 | 0.9 | 4 | 0.4 | 2 | -0.3 | 0.7 | -4 | 7 | -4
CCOC(=O)C1=CN(Cc2cccc(F)c2)S(=O)(=O)NC1c1ccccc1 (stereo not given) | 1.0 | 5 | -0.3 | -4 | -0.1 | -0.1 | 6 | -2 | 0
CCN(CC(=O)NC(=O)Nc1ccccc1F)Cc1ccccc1 | 2.4 | 5 | -4.5 | -8 | -1.3 | -3.4 | 28 | -8 | -3

# The listing continues:
canonical_smiles | TcdB inh | Yp Topo-I inh | BoNT A protease | BoNT F protease | PfHsp40 rescue | FadD28 binding | CCHF vOTU inh | PrPC surface inh | Anthrax LF inh2
Cc1ccc2nc(-c3ccncc3)c(NC3CCCCC3)n2c1 | 6.4 | 3 | -2.6 | -8 | -2.0 | -4.8 | -5 | 3 | -10
COc1ccc([N+](=O)[O-])cc1NCc1cccnc1 | 2.5 | 1 | -0.8 | 0 | 0.4 | -1.7 | 9 | -3 | -5
Clc1ccc(-c2nnc(-c3cccnc3)o2)cc1 | 0.2 | 0 | -7.2 | ? | 1.5 | -2.6 | -2 | 0 | 0
CC(C)CCOP(=O)(c1ccc(N(C)C)cc1)C(O)c1ccccc1F (stereo not given) | / | 9 | -0.8 | -11 | 0.6 | -2.6 | 6 | -1 | -6
O=C1CCCC2=C1Sc1ccccc1N2 | 10* | 3 | / | / | 0.5 | 0.0 | 9 | -8 | /
CC(C)NC(=O)c1ccc(CN2CCc3ccccc3C2)cc1 | -0.2 | 10 | -6.3 | -27 | -0.2 | -0.3 | -7 | 1 | -3
CC(=O)c1c(O)c2ccccc2n(C(C)C)c1=O | 1.1 | 3 | 0.0 | -4 | -1.4 | -3.2 | -10 | -2 | -3
COc1ccc(CCN(Cc2nc3ccccc3c(=O)[nH]2)C(=O)C2CC2)cc1 | 1.0 | ? | 0.6 | -5 | -0.5 | -2.2 | 0 | 8 | 0
CCOC(=O)/C(C#N)=C1/C=C(C)NC(c2ccccc2O)=N1 | / | -7 | 0.6 | 3 | -0.7 | 0.5 | 0 | 5 | -4
Cn1cc([N+](=O)[O-])c(C(=O)N2CCN(Cc3ccc4c(c3)OCO4)CC2)n1 | 0.8 | -1 | -0.8 | -3 | -1.2 | -1.1 | 16 | -1 | 0
COc1ccccc1NC(=O)C1CCN(S(C)(=O)=O)CC1 | 0.3 | -1 | 2.4 | -28 | -0.6 | -1.6 | 9 | -3 | 10
COC(=O)Cc1c(C)c2ccc(OCC(=O)NCc3ccc4c(c3)OCO4)cc2oc1=O | / | 1 | -0.6 | -8 | -0.9 | -1.8 | 20 | -2 | -10
CCCCCn1c(=O)c(C(=O)Nc2nc(CC(=O)OCC)cs2)c(O)c2ccccc21 | -0.4 | -2 | -0.7 | -2 | -2.3 | 0.9 | -16 | 1 | -3
CCN1CCN(C(c2cccs2)C(C)NC(=O)c2ccccc2OC)CC1 (stereo not given) | 1.7 | 9 | -1.4 | -4 | 0.4 | 0.2 | -1 | -8 | 2
O=c1c2ccccc2nc(-c2cccs2)n1-c1ccccc1 | / | 7 | / | / | -0.3 | -1.1 | 14 | -7 | /
O=C(CNC(=O)c1ccco1)NCC(=O)OCc1ccc(Cl)cc1 | / | 6 | 0.2 | 20 | -0.6 | 0.6 | 8 | -1 | -3
Cc1nn(C(C)(C)C)c(NC(=O)c2ccc(Cl)cc2)c1Br | 0.2 | 6 | -0.1 | -1 | -0.4 | -5.1 | 5 | -21 | 0
c1ccc(CC(NCc2ccco2)c2ccccc2)cc1 (stereo not given) | 0.4 | 8 | -2.0 | -8 | -0.7 | -2.1 | 6 | -3 | -10
Cc1ccc(NC(=O)c2cccs2)cc1NC(=O)c1cccnc1 | -0.1 | 11 | -0.8 | -2 | -0.3 | -4.7 | -5 | -5 | -5
Cc1c(/C=C/C(=O)c2ccc(Cl)s2)cnn1C | / | 3 | 0.5 | -6 | 1.0 | -2.9 | -8 | 5 | 4
Cc1ccc(-c2nc3ccccc3c(=O)n2-c2cc(C)ccn2)cc1 | / | 0 | -0.1 | -8 | -0.5 | -0.2 | 3 | -5 | -2
COc1ccccc1NC(=O)COc1ccccc1 | 1.0 | 7 | -0.2 | 1 | 0.4 | 0.0 | -18 | 4 | -3
CCCC1Nc2ccc(C(=O)O)cc2C2C=CCC12 (stereo not given) | / | -5 | -0.2 | 1 | 0.1 | 30* | / | / | -3
CCOC(=O)c1c(NC(=O)c2ccccc2)sc2c1CCc1ccccc1-2 | -0.2 | -7 | 1.3 | 3 | -1.8 | -2.1 | -12 | -10 | 0
CN1C(=S)SC(N(O)C(=O)Nc2ccc(Cl)c(Cl)c2)C1(C)C (stereo not given) | / | -3 | -0.6 | -4 | -0.6 | -6.1 | 16 | 11 | 0

# Carrying on:
compound	TcdB inh	Yp Topo-I inh	BoNT A protease	BoNT F protease	PfHsp40 rescue	FadD28 binding	CCHF vOTU inh	PrPC surface inh	Anthrax LF inh2
Cc1ccc(-n2c(C)cc(C(=O)COC(=O)c3ccc[nH]c3=O)c2C)cc1C	0.0	22	-0.9	-5	?	-0.6	-12	-1	0
COc1ccc(-c2ccc(C(=O)Nc3ccc(OC)nc3)c3occc23)c(C)c1	1.2	14	-0.3	-7	/	-4.0	10	6	-6
Nn1c(COc2cccc(Cl)c2)nc2ccccc2c1=O	/	0	0.3	-6	5.9	-4.2	-3	3	0
Cc1ccc(C)c(OCC(=O)NCC(C)(C)N2CCOCC2)c1	0.5	3	0.6	-6	-1.2	0.0	0	-4	-3
Cc1ccc(S(=O)(=O)n2cnc3ccccc32)c(C)c1	/	0	-0.4	-7	0.2	0.0	-1	0	3
COc1ccc(C2C(C#N)=C(N)Oc3c2c(C)nn3-c2ccccc2)cc1Cn1nc(C)c([N+](=O)[O-])c1C (stereo not given)	/	-6	0.2	1	0.3	2.1	9	-2	-4
CC1(CCCc2ccc(N(CCCl)CCCl)cc2)NC(=O)NC1=O (stereo not given)	-1.5	5	0.3	12	/	-3.9	-3	-8	6
COCCn1nnnc1C(c1ccc(OC)cc1)N1CCN(C(=O)c2ccco2)CC1 (stereo not given)	-0.6	6	-0.1	2	0.8	/	-1	6	-2
COc1ccc(S(=O)(=O)N2CCOCC2)cc1NC(=O)Cc1coc2cc(C)c(C)cc12	0.5	35	2.2	0	0.5	-5.0	10	2	2
O=C(O)C1CC=CCC1C(=O)Nc1ccccc1C(=O)N1CCN(c2ccc(F)cc2)CC1 (stereo not given)	0.0	0	-0.1	-8	0.5	0.2	1	-3	1
CN1CCS/C1=C/C=C1/SC(=S)N(Cc2ccccc2)C1=O	0.6	3	29	-4	-0.4	3.6	5	-38	12
CC1(C)CC(=O)c2c(O)cc(O)cc2O1	/	-1	0.4	-3	0.0	0.1	9	6	-5
CCCc1nc2ccccc2c(=O)n1CC(=O)c1ccc(F)cc1	-0.8	-1	-0.7	-22	0.4	1.0	-5	4	14
O=C(NCCN1CCCCCC1)c1ccc(N2CCCC2=O)cc1	/	4	1.6	6	0.8	-2.8	4	-1	-1
Cc1ccc(S(=O)(=O)N2CCCC(C(=O)NNCC(=O)Nc3cc(F)ccc3F)C2)cc1 (stereo not given)	-2.8	-1	-1.3	-7	1.7	-2.2	5	8	1
CC(C)Cc1ccc(C2=CSC3=NCCN23)cc1	1.3	9	-0.4	?	0.1	0.5	-4	3	24

# Four compounds from above, sorted by number of heavy atoms, high to low:
compound	TcdB inh	Yp Topo-I inh	BoNT A protease	BoNT F protease	PfHsp40 rescue	FadD28 binding	CCHF vOTU inh	PrPC surface inh	Anthrax LF inh2
COc1ccc(C2C(C#N)=C(N)Oc3c2c(C)nn3-c2ccccc2)cc1Cn1nc(C)c([N+](=O)[O-])c1C (stereo not given)	/	-6	0.2	1	0.3	2.1	9	-2	-4
Cc1ccc(-n2c(C)cc(C(=O)COC(=O)c3ccc[nH]c3=O)c2C)cc1C	0.0	22	-0.9	-5	?	-0.6	-12	-1	0
Cc1ccc(C)c(OCC(=O)NCC(C)(C)N2CCOCC2)c1	0.5	3	0.6	-6	-1.2	0.0	0	-4	-3
CC(C)Cc1ccc(C2=CSC3=NCCN23)cc1	1.3	9	-0.4	?	0.1	0.5	-4	3	24
